High-throughput results as filed in PubChem BioAssay.
Pol iota inh: DNA polymerase iota (human) inhibition; Pol iota fluorescent replication assay, 10 min; actives 1% (n = 390,000); Q9UNA4; Potency, µM (highest dose often 115 µM), for the others: at the top dose activity, negative = inhibition, most hits filed as inhibitors; AID 588590
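Pol iota at 10 nM preincubated 15 min with compounds at room temperature; reaction started with fluorescent substrate, 50 nM final. Fluorescence read kinetically at 0 and 10 min; buffer-only wells as negative control.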
BLM inh: inhibitors of human Bloom syndrome helicase BLM; Potency, µM (highest dose often 56.1 µM), without a hit: top-dose activity change, negative = inhibition, usual class: inhibitors; actives 0.2% (n = 350,000); recombinant BLM DNA unwinding, fluorescence dequenching; P54132;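 also: plate controls were vehicle for no effect and no enzyme for full effect; nearly all actives have a fitted effect of over 35% in size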
BAZ2B inh: inhibitors of human BAZ2B bromodomain. Q9UIF8. AlphaScreen BAZ2B-H3K14Ac peptide displacement. Potency, µM (highest dose often 114 µM), without a hit: at the highest dose activity change, negative = inhibition, actives largely listed as inhibitors. actives 4.4% (n = 360,000); also: % is scaled to controls: 0 for no effect and ±100 for the full control effect; nearly all actives have a fitted effect of over 60% in size
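BAZ2B (50 nM) with biotin-H3(5-23)K14Ac peptide (50 nM) in PBS pH 7.4, 0.01% Tween-20, preformed 30 min, then compound 30 min at room temperature; top concentration 110uM. AlphaScreen streptavidin donor/nickel chelate acceptor beads (10 ug/mL final), 20 min dark, signal read.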
G9a inh: G9a (human) methyltransferase inhibition; G9a H3K9 monomethylation, AlphaScreen, 2 h; Potency, µM (highest dose often 102 µM), for inactives: top-dose activity, negative = inhibition, hits mostly inhibitors; actives 8.8% (n = 350,000); AID 504332; also: % is scaled to controls: 0 for no effect and ±100 for the full control effect; nearly all actives have a fitted effect of over 75% in size
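Enzyme 20 nM + cpd, 15 min RT; add b-H3K9 pep 500 nM / SAM 20 uM; 2 h RT; anti-H3K9me1 Ab 0.5 ug/mL + SA donor / anti-rabbit acceptor beads 20 ug/mL each, 10 min; AlphaScreen read.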
APE1 inh: blocks human APE1 abasic DNA cleavage; P27695; recombinant APE1, TAMRA/BHQ-2 abasic DNA cleavage fluorescence; Potency, µM (highest dose often 65.8 µM), for inactives: at the top dose activity change, negative = inhibition, most hits filed as inhibitors; actives 0.35% (n = 350,000); AID 2517;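 also: plate controls were vehicle for no effect and reference inhibitor for full effect; nearly all actives have a fitted effect of over 55% in size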
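Step 1: APE1 (0.75 nM) with compound, 15 min RT. Step 2: add 50 nM fluorophore/quencher THF duplex. Step 3: three fluorescence reads 60 s apart (525/598 nm); read 3 minus read 1 = reaction progress.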
POLK inh: blocks human DNA polymerase kappa activity; AID 588579; Potency, µM (series often up to 107 µM), without a hit: at the top dose activity, negative = inhibition, most hits filed as inhibitors; actives 0.53% (n = 400,000); purified Pol kappa, fluorescent DNA synthesis assay, 10 min; Q9UBT6; also: % is scaled to controls: 0 for no effect and ±100 for the full control effect
Target sequence (Q9UBT6 whole entry, looked up): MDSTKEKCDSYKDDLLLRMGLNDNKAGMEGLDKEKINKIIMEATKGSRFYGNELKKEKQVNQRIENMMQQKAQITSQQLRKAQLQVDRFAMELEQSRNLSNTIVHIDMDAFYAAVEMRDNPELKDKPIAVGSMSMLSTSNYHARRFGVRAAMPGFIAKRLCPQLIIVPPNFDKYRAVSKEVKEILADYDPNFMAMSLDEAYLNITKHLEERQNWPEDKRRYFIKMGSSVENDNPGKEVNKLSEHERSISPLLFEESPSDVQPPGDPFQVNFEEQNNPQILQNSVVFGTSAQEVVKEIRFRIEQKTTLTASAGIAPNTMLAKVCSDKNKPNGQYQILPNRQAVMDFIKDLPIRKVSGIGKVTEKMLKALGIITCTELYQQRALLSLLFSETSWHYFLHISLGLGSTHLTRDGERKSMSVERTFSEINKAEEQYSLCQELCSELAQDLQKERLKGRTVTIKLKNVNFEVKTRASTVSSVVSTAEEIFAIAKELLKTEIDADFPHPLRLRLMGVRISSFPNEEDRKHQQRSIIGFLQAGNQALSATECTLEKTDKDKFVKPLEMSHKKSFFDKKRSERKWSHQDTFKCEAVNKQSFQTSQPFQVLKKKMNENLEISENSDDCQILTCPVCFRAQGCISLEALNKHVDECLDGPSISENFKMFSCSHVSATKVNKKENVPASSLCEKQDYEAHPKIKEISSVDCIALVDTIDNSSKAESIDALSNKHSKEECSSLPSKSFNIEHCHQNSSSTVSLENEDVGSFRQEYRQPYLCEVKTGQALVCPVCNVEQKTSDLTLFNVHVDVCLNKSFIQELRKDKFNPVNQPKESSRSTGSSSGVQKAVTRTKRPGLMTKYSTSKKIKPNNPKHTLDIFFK
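Here, compound and 10 nM enzyme are combined for 15 min at room temperature; adding 50 nM substrate (final) starts DNA synthesis, tracked by fluorescence at 0 and 10 min against buffer-only wells.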
POLB inh: blocks human DNA polymerase beta activity; Pol beta primer extension/strand displacement, fluorescence kinetic; Potency, µM (top dose mostly 114 µM), for inactives: top-dose activity change, negative = inhibition, most hits filed as inhibitors; actives 1.3% (n = 340,000); AID 485314; also: % is scaled to controls: 0 for no effect and ±100 for the full control effect
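10 nM enzyme + cpd, 15 min RT; start with substrate 50 nM final; read 0 min and after 10 min RT. Corrected, normalized data; 4-parameter Hill curve fit.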
JMJD2A Tudor inh: JMJD2A Tudor domain (human) inhibition | AID 504339 | AlphaScreen JMJD2A-Tudor / H3K4me3 peptide binding | actives 4.4% (n = 390,000) | O75164 | Potency, µM (top dose mostly 114 µM), for inactives: at the highest dose activity change, negative = inhibition, usual class: inhibitors; also: % is scaled to controls: 0 for no effect and ±100 for the full control effect; nearly all actives have a fitted effect of over 50% in size
Pol eta inh: inhibitors of human DNA polymerase eta; Q9Y253; recombinant Pol eta, fluorescent DNA replication assay; Potency, µM (series often up to 114 µM), without a hit: at the top dose activity change, negative = inhibition, actives largely listed as inhibitors; actives 1.2% (n = 390,000); also: % is scaled to controls: 0 for no effect and ±100 for the full control effect
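Pol eta (10 nM) was preincubated with compounds for 15 min at room temperature, after which fluorescent replication substrate (50 nM final) was added to start the reaction. Fluorescence was read kinetically at 0 and 10 min.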
Active calls of the source: *; ? = inconclusive; nt = no result given; [ ] = remark or other dose. Calls follow the shape of the dose curve; as a rule, active = well fitted curve in the direction sought with a large enough effect; inconclusive = small, poorly fitted or top-dose-only effect, or another doubt; inactive = no such curve, though single readings can be large; an effect the other way counts as inactive or inconclusive. Potency is read from the fitted curve at half-maximal effect. Only part of the results is shown (hit frequency here may not be typical).

SMILES	Pol iota inh	BLM inh	BAZ2B inh	G9a inh	APE1 inh	POLK inh	POLB inh	JMJD2A Tudor inh	Pol eta inh
CC(C)[C@H]1CC[C@@H](C)C(C(=O)c2ccccc2)C1=O (stereo not given in full)	-3%	1%	33%[activator]	8%[59 µM]	7%	-1%	12%	2%	-3%
Cc1ccc(C2=C/C(=C\c3cccnc3)C(=O)O2)cc1	-20%	-5%	-27%	?	-4%	-5%	29%	-19%	-5%
NCC(O)CN(c1ccccc1)c1ccccc1 (stereo not given)	33%[activator]	-9%	-2%	nt	2%	0%	22%	-13%	-28%
Cc1cccc(NC(=S)/N=C(\N)Nc2nc(C)c3ccc(C)cc3n2)c1	-6%	-4%	4%	16%[12.7 µM]	-3%	3%	8%	-20%	-3%
CC(C)(C)NC(=O)CN(C(=O)CS(=O)CC(=O)Nc1ccc(F)cc1)c1cccc(F)c1 (stereo not given)	-9%	1%	-2%	8%	-2%	14%	-12%	5%	-4%
CCCCNC(=S)N(C)/N=C/c1c(F)cccc1F	12%	-2%	114%[activator]	74%[activator][59 µM]	2%	-4%	1%	109%[activator]	-22%
CCc1ccccc1NC(=S)NCc1ccc2c(c1)OCO2	?	-1%	-10%	44%[12.7 µM]	-2%	-8%	3%	-13%	-16%
COc1ccc(NC(=O)/C(=C\c2ccc(F)cc2)NC(=O)c2ccco2)cc1	45%[activator]	-3%	1%	16%	19%	-22%	1%	-5%	7%
c1ccc(-c2nnc3n2CCCC3)cc1	3%	1%	2%	6%	1%	-1%	23%	-7%	0%
Cc1cccc(NC(=O)CNC(=O)CN2C(=O)NC3(CCCCC3C)C2=O)c1C (stereo not given)	32%[activator]	nt	-20%	-37%[0.501 µM]	32%	-5%	nt	6%	-16%
O=[N+]([O-])c1ccc(S(=O)(=O)Nc2cccc(-c3ccc(N4CCCC4)nn3)c2)cc1	19%	nt	-9%	10µM*	21%	-19%	nt	-23%	-16%
COc1ccc(CCNC(=O)CCN2C(=O)[C@@H]3Cc4ccccc4CN3C2=O)cc1	12%	1%	-3%	2%	23%	0%	3%	-11%	-10%
c1ccc2c(c1)oc1c(NCCCn3ccnc3)ncnc12	-14%	-9%	?	3%[12.7 µM]	0%	-6%	0%	-21%	-20%
CCOC(=O)Cc1c(C)nc2c(-c3ccccc3OC)c(C)nn2c1C	-4%	-1%	-1%	18%[59 µM]	-5%	0%	12%	4%	-22%
CCOc1ccc(CN(C)CCc2ccccn2)cc1	53%[activator]	-12%	56µM*	18µM*	5%	-3%	-8%	18µM*	-4%
COc1ccc(OC)c(C2=NOC(C(=O)N3CCN(c4ccccc4)CC3)C2)c1 (stereo not given)	0%	-2%	-4%	-9%	-1%	-17%	0%	-27%	-13%
CCC(C)c1ccccc1N1CC(C(=O)N2CCN(S(=O)(=O)c3ccc(F)cc3)CC2)CC1=O (stereo not given)	-12%	nt	-6%	?	-3%	-11%	nt	-1%	-6%
Cn1cc(CN2CCC(n3nccc3NC(=O)CCCc3ccccc3)CC2)cn1	22%	-2%	-15%	17%	14%	-16%	-17%	-10%	-18%
O=C(COC(=O)/C=C/c1ccccc1Cl)NCCNC(=O)COC(=O)/C=C/c1ccccc1Cl	8%	-3%	-8%	-17%	-8%	2%	32%	-8%	-17%
O=C(NCc1ccccc1)c1ccc(Oc2ccc(C(=O)NCc3ccccc3)cc2)cc1	19%	-6%	-5%	10%[59 µM]	2%	0%	6%	-9%	0%
Cc1ccc(-n2nnnc2CNC(=O)c2ccccc2F)cc1C	23%	-3%	3%	-2%[59 µM]	nt	-2%[60.1 µM]	-9%	0%	-12%
COc1ccc(-c2nc3cc(NC(=O)COc4ccc(F)cc4)ccc3o2)cc1	14%	-16%	-22%	-3%[59 µM]	nt	8%	-2%	-15%	nt
O=S(=O)(/C=C/c1ccccc1)Nc1ccc2c(c1)OCO2	-7%	-6%	2%	4%	-2%	-20%	?	-22%	-17%
CCCn1c(SCC(=O)NC(=O)Nc2ccc(C)cc2C)n[nH]c1=O	22%	-7%	22%	-7%[59 µM]	1%	-9%	?	-14%	-20%

Single entries from the results shown:
Entry for `CCCn1c(SCC(=O)NC(=O)Nc2ccc(C)cc2C)n[nH]c1=O` in Pol eta inh: -20%
Entry for `NCC(O)CN(c1ccccc1)c1ccccc1` (stereo not given) in POLB inh: 22%
Entry for `CCOc1ccc(CN(C)CCc2ccccn2)cc1` in BAZ2B inh: 56µM*
Entry for `COc1ccc(NC(=O)/C(=C\c2ccc(F)cc2)NC(=O)c2ccco2)cc1` in G9a inh: 16%

(further entries)
SMILES	Pol iota inh	BLM inh	BAZ2B inh	G9a inh	APE1 inh	POLK inh	POLB inh	JMJD2A Tudor inh	Pol eta inh
COc1cc(/C=N/N2C(=O)c3ccccc3C2=O)ccc1O	15%	3%	2%	-7%[59 µM]	-4%	2%	12%	-15%	-2%
COc1ccc(-c2nc(SCC(=O)Nc3ccccc3)c(-c3ccc(F)cc3)[nH]2)cc1OC	-7%	-6%	-15%	7%[59 µM]	nt	4%	-2%	-6%	-29%
CSc1cccc(NC(=O)C(C)NS(=O)(=O)c2ccc(F)cc2)c1 (stereo not given)	10%	-5%	3%	15%[12.7 µM]	-1%	-14%	0%	-25%	-2%
COCCNc1ncnc2ccc(-c3ccc(C(=O)N(C)C)cc3)cc12	nt	3%	nt	16%[0.501 µM]	-3%	8%[60.1 µM]	nt	nt	nt
COCCNC(=O)Cn1cc2c(n1)CCCCC2	-9%	-1%	-4%	?	-3%	-24%	11%	-23%	-24%
COc1ccc(S(=O)(=O)Cc2ccc(C(=O)N3CCN(c4cccc(C)c4)C(C)C3)o2)cc1 (stereo not given)	-2%	0%	?	?	-3%	10%	6%	-35%	-13%
CC1=C/C(=C/N(C)c2ccccc2)C(=O)S1	?	-11%	?	?	10%	-26%	?	?	?
O=C(Nc1cccc(S(=O)(=O)NC2=NCCC2)c1)C1CCC1	92%[activator]	0%	-4%	1%	-1%	4%	-18%	5%[57.1 µM]	-7%
CCCc1ccc(OCc2ccc(C(=O)NN)o2)c(OC)c1	14%	-3%	-39%	-7%	-3%	-7%	3%	-19%	2%
Cn1c(=O)c2c(nc(N3CCNCC3)n2Cc2ccccc2Cl)n(C)c1=O	69%[activator]	2%	-5%	nt	7%	6%	1%	-2%	-11%
CCn1cc(/C=C(\NC(=O)c2cc(OC)c(OC)c(OC)c2)C(=O)NCCCN2CCOCC2)c2ccccc21	20%	1%	-17%	17%	13%	-8%	-3%	-8%	-3%
CCN(CC)C(=O)N1CCN(C(=O)N(CC)CC)CC1	57%[activator]	-3%	6%	15%[0.501 µM]	-4%	-4%	-22%	3%	-27%

Pulled by compound from above, two records:
SMILES	Pol iota inh	BLM inh	BAZ2B inh	G9a inh	APE1 inh	POLK inh	POLB inh	JMJD2A Tudor inh	Pol eta inh
CCn1cc(/C=C(\NC(=O)c2cc(OC)c(OC)c(OC)c2)C(=O)NCCCN2CCOCC2)c2ccccc21	20%	1%	-17%	17%	13%	-8%	-3%	-8%	-3%
COc1ccc(S(=O)(=O)Cc2ccc(C(=O)N3CCN(c4cccc(C)c4)C(C)C3)o2)cc1 (stereo not given)	-2%	0%	?	?	-3%	10%	6%	-35%	-13%

Carrying on:
SMILES	Pol iota inh	BLM inh	BAZ2B inh	G9a inh	APE1 inh	POLK inh	POLB inh	JMJD2A Tudor inh	Pol eta inh
O=S(=O)(/N=C(/Sc1ccccc1)c1ccccc1)c1ccccc1	0%	0%	23%	-21%	0%	-5%	1%	-15%	-11%
Cc1onc(-c2c(Cl)cccc2Cl)c1COC(=O)c1ccc(Cl)cc1[N+](=O)[O-]	6%	-6%	-38%	nt	14%	-2%	41%	?	-13%
CCC(=O)Nc1ccc2oc(-c3cccc(C)c3)nc2c1	?	-1%	-2%	18%[12.7 µM]	-1%	-8%	1%	?	1%
Cc1ccc(NC(=O)CCNS(=O)(=O)c2ccc3[nH]c(=O)oc3c2)cc1F	?	-3%	-15%	22%[59 µM]	33%	-37%	0%	-17%	?
CCCCN([C@H](CO)C(C)C)S(=O)(=O)c1ccccc1Br	32%[activator]	nt	nt	nt	28%	13%	nt	-10%	-15%
CCOC(=O)c1ccc(NC(=O)Nc2ccc(OC)c(OC)c2)cc1	3%	-5%	-5%	0%[59 µM]	-4%	-7%	3%	-28%[57.1 µM]	-18%

Exported as labelled records: two of the compounds above.
O=S(=O)(/N=C(/Sc1ccccc1)c1ccccc1)c1ccccc1
  Pol iota inh = 0%
  BLM inh = 0%
  BAZ2B inh = 23%
  G9a inh = -21%
  APE1 inh = 0%
  POLK inh = -5%
  POLB inh = 1%
  JMJD2A Tudor inh = -15%
  Pol eta inh = -11%
Cc1onc(-c2c(Cl)cccc2Cl)c1COC(=O)c1ccc(Cl)cc1[N+](=O)[O-]
  Pol iota inh = 6%
  BLM inh = -6%
  BAZ2B inh = -38%
  G9a inh = nt
  APE1 inh = 14%
  POLK inh = -2%
  POLB inh = 41%
  JMJD2A Tudor inh = ?
  Pol eta inh = -13%
